Bioassay records as filed in PubChem.
SIAE primary – human SIAE inhibition, primary screen; Q9HAT2; SIAE FP-Rh probe binding, fluorescence polarization; inhibition, % at 9.66 µM; actives 0.69% (n = 370,000);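 active = inhibition above a cutoff: mean of compounds within the control limits plus 3 SD of those, cut at about 17% in these data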;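 note: 0% = plate median of compound wells and 100% = probe without SIAE protein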
ARFGAP1 inhibitor – inhibits rat ARF GTPase activating protein 1; Q62848; inhibition, % at 16.5 µM; Arfgap1-stimulated ARF1 GTP hydrolysis, GDP FP detection; actives 0.26% (n = 360,000);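 active = inhibition above a per-plate limit, mean inhibition of low control wells plus 3 SD, cut at about 25% in these data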;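 note: 0% = DMSO wells with enzyme and 100% = wells lacking Arfgap1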
Target sequence (Q62848 1-136 limits assumed): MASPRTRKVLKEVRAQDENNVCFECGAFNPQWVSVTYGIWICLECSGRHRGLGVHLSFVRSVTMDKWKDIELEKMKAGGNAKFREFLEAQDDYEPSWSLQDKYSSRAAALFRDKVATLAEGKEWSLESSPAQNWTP
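System: truncated rat Arfgap1 GAP domain / Medium: HEPES-based buffer, pH 7.5 / Also added: N-terminally truncated human ARF1-GTP substrate / Incubation: enzyme reaction 120 min at 25 °C after 20 min preincubation / Measured by: FP of antibody-bound GDP Alexa 633 tracer, ex 620/em 688 nm / Replicates: singlicate, each compound tested once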
ASAP1 GAP inh – ASAP1 ArfGAP inhibition. ASAP1-stimulated ARF1 GTP hydrolysis, GDP FP detection. Q9ULH1. inhibition, % at 16.5 µM. AID 624377. actives 0.19% (n = 360,000); in the data active = inhibition above about 25%;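 note: 0% = vehicle with enzyme and substrate and 100% = no enzyme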
TDP2 inh – blocks human TDP2 phosphodiesterase activity. O95551. recombinant TDP2, T5PNP hydrolysis, p-nitrophenol absorbance 415 nm. inhibition, % at 12.8 µM. actives 0.34% (n = 370,000). AID 720702;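 active = inhibition above the mean of all tested compounds plus 3 SD, set per campaign, cut at about 25% in these data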;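 note: 0% = DMSO with enzyme and 100% = buffer with substrate but no TDP2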
Target sequence (O95551 whole entry, looked up): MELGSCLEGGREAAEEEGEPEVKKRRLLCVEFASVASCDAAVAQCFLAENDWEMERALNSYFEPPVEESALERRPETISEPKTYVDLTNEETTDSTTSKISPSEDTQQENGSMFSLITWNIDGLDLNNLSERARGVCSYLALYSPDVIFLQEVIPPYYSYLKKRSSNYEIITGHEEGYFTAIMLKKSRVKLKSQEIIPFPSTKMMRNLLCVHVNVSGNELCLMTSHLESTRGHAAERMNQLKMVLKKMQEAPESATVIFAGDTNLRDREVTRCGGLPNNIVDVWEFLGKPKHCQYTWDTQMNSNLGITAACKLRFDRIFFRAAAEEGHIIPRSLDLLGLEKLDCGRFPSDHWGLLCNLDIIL
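Test system: human TDP2 enzyme; Input: 120 nM TDP2 per well; Buffer or medium: Mg2+-containing Tris-HCl buffer, pH 7.5; Reagent: 5 mM T5PNP; Dosing: 12.8 µM single point, 1% DMSO; Incubation: reaction 2 h, 37 °C; Detection: p-Nitrophenol epi absorbance; Read-out: % inhibition relative to enzyme-containing and enzyme-free wells; Replicates: single well per compound.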
DDE Tn6 FP inh – disrupts Tn6 cyclic peptide binding to fibrin D-Dimer-E complex; inhibition, % at 8.3 µM; P02675; Fibrin DD(E) TRITC-Tn6 fluorescence polarization displacement; actives 0.21% (n = 370,000); AID 720509;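 active = inhibition above a per-campaign cutoff: mean of compounds within control limits plus 3 SD, cut at about 15% in these data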;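 note: 0% = median of all compound wells on the plate and 100% = blocking peptide control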
ADAM17 inh – inhibitors of human ADAM17; P78536; recombinant ADAM17, EDANS/DABCYL FRET peptide cleavage; inhibition, % at 6.95 µM; actives 0.83% (n = 370,000); AID 720648;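 active = inhibition above the mean of compounds lying between control limits plus 3 SD, set per campaign, cut at about 8.5% in these data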;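 note: 0% = DMSO-only wells as the low control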
Target sequence (P78536 215-824 limits assumed): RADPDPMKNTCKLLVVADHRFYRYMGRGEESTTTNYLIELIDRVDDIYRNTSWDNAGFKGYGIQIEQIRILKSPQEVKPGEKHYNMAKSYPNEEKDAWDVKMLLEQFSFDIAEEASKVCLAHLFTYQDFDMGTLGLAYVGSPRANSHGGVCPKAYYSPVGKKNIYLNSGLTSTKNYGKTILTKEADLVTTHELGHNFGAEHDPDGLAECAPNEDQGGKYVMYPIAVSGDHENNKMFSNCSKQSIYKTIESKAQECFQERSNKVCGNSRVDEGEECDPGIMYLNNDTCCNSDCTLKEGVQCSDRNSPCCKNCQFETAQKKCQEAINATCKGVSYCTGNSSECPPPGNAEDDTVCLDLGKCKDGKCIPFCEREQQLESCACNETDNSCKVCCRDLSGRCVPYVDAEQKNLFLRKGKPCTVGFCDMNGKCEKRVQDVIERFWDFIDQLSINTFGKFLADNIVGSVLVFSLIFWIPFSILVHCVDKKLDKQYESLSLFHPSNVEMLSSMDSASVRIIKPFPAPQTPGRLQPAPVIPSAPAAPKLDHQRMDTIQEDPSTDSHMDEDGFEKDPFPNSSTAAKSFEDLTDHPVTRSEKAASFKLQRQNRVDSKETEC
ADAM10 inh – inhibits human ADAM10 | O14672 | recombinant ADAM10, EDANS/DABCYL FRET peptide cleavage, 3 h | actives 0.62% (n = 370,000) | inhibition, % at 7 µM;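 active = inhibition above a per-campaign cutoff equal to the mean of compounds falling between control-based bounds plus 3 SD, cut at about 20% in these data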;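 note: 0% = DMSO wells while the 100% control is not disclosed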
PLC-gamma1 inh – blocks human PLC-gamma1 enzyme activity. P19174. purified PLC-gamma1, fluorogenic substrate, fluorescence. inhibition, % at 12.2 µM. actives 0.84% (n = 370,000); in the data active = inhibition above about 9.5%
PLCb3 inh – PLC-beta3 (human) inhibition, primary screen | Q01970 | Purified PLC-beta3, fluorogenic substrate, fluorescence | inhibition, % at 12.2 µM | actives 0.18% (n = 370,000) | AID 720704; in the data active = inhibition above about 11%;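 note: 0% = median of compound wells on plate and 100% = full blocker control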
Tn7 DDE FP – DD(E)-Tn7 binding inhibition, primary FP screen; actives 0.13% (n = 370,000); inhibition, % at 8.3 µM; FP displacement of FITC-Tn7 peptide from fibrin DD(E); 0% = median of compound wells per plate;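 active = inhibition above the mean of compounds falling within the control limits plus 3 SD of them, cut at about 14% in these data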;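 note: 0% = plate median of compound wells and 100% = 10 µM Aha-Tn7 peptide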
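Assay system: Human fibrin DD(E) protein | Medium: Tris buffer with calcium and detergent, pH 7.8 | Reagent: 0.1 µM fluorescent Tn7 | Compound dosing: Single point at 8.3 µM | Times: 10 min preincubation, 3 h with tracer, room temperature | Detection: Fluorescence polarization of the labelled Tn7 tracer | Controls: Aha-Tn7 high control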
* marks the source's active call; other numbers are inactive results; nt = no result given.

SMILES	SIAE primary	ARFGAP1 inhibitor	ASAP1 GAP inh	TDP2 inh	DDE Tn6 FP inh	ADAM17 inh	ADAM10 inh	PLC-gamma1 inh	PLCb3 inh	Tn7 DDE FP
CCOC(=O)N1CCC(c2cc(=O)n3[nH]c(C)c(-c4ccc(F)cc4)c3n2)CC1	0	-15	0	-3	-4	-16	-55	-63	-80	4
O=C(N/N=C/c1cccc(O)c1)c1cc(C2CC2)nc2ccccc12	-10	-5	9	3	1	-2	-3	0	-8	1
CC(=O)Nc1cccc(NS(=O)(=O)c2cccc3nsnc23)c1	8	15	-11	9	-7	-1	3	2	1	0
C=CCNc1nnc(SC2CC(=O)N(c3ccc(OCCC)cc3)C2=O)s1 (stereo not drawn)	4	-6	9	2	-6	-2	-5	-1	-1	-1
CC1CCCCN1C(=O)C(=O)c1cn(CC(=O)N2CCCCCC2)c2ccccc12 (stereo not drawn)	0	-8	-6	-4	-11	-1	1	-4	-11	-4
NC(=O)C1CCN(C(=O)CSc2ncccn2)CC1	5	6	-13	-2	-3	-2	-1	-1	4	1
O=C(CN1CCN(c2ccc(Cl)cc2)CC1)c1ccccc1	-1	2	6	2	-5	-2	2	-2	-9	-4
COCCCNC(=O)c1ccc(CS(=O)(=O)c2ccccc2OC)o1	6	5	-5	-8	-6	0	9	8	-2	-4
CC(=O)Nc1ccc(NC(=S)NC(=O)c2oc3ccccc3c2C)cc1	3	16	-9	-8	-9	-3	2	-1	3	2
CSc1ccc(Cn2c(C)c(C(=O)NCc3cccc(Cl)c3)sc2=O)cc1	-22	-5	1	-7	4	7	13	-1	3	4
Cc1csc2ncnc(NCCc3ccccn3)c12	1	-4	-6	-6	3	5	-6	7	6	-4
c1ccc(CNc2ccc(CNc3ncn[nH]3)cc2)cc1	-7	13	-13	-6	-3	-2	-15	-13	-19	3
O=S(=O)(Cc1ccccc1Cl)N1CCCCC1	2	5	1	-7	-3	-2	-10	3	0	3
Cc1ccc(NC(=O)CCNS(=O)(=O)c2ccc3[nH]c(=O)oc3c2)cc1	-6	-6	8	-1	-1	0	-7	0	-7	0
O=C(NCCCN1CCCCCC1)c1ccc2c(Cl)c3c(nc2c1)CCCC3	-2	7	-6	-10	0	3	10	-3	-8	-8

Some of these compounds in order of the ADAM17 inh value, ascending.
SMILES	SIAE primary	ARFGAP1 inhibitor	ASAP1 GAP inh	TDP2 inh	DDE Tn6 FP inh	ADAM17 inh	ADAM10 inh	PLC-gamma1 inh	PLCb3 inh	Tn7 DDE FP
CCOC(=O)N1CCC(c2cc(=O)n3[nH]c(C)c(-c4ccc(F)cc4)c3n2)CC1	0	-15	0	-3	-4	-16	-55	-63	-80	4
CC(=O)Nc1ccc(NC(=S)NC(=O)c2oc3ccccc3c2C)cc1	3	16	-9	-8	-9	-3	2	-1	3	2
C=CCNc1nnc(SC2CC(=O)N(c3ccc(OCCC)cc3)C2=O)s1 (stereo not drawn)	4	-6	9	2	-6	-2	-5	-1	-1	-1
CC1CCCCN1C(=O)C(=O)c1cn(CC(=O)N2CCCCCC2)c2ccccc12 (stereo not drawn)	0	-8	-6	-4	-11	-1	1	-4	-11	-4

New compounds follow
SMILES	SIAE primary	ARFGAP1 inhibitor	ASAP1 GAP inh	TDP2 inh	DDE Tn6 FP inh	ADAM17 inh	ADAM10 inh	PLC-gamma1 inh	PLCb3 inh	Tn7 DDE FP
CCOC(=O)c1ccc(N2C(=O)CC(Sc3ncccn3)C2=O)cc1 (stereo not drawn)	1	6	-8	-2	6	-1	16	2	-2	0
CSc1nc(C)c(CCOC(=O)c2cccc(C)c2)c(=O)[nH]1	0	8	-1	11	2	-2	-2	1	6	-4
CC1CCC(NS(=O)(=O)c2ccc3c(c2)CC(=O)N3)CC1 (stereo not drawn)	-10	4	-1	-15	-4	-1	-2	-3	-12	2
CC1Cc2ccccc2N1S(=O)(=O)c1cnc[nH]1 (stereo not drawn)	4	0	-10	4	-4	-4	-3	-4	1	7
Cc1cccc(NC(=O)c2ccc(C3SCC(=O)N3CCc3ccccc3)cc2)c1 (stereo not drawn)	-9	18	6	-11	-7	3	15	0	-2	-1
O=C(O)c1cccc(-c2ccc(/C=N/NC(=O)C3COc4ccccc4O3)o2)c1 (stereo not drawn)	3	4	10	-9	0	-20	-71	-23	-21	-6
CN(CCOc1ccccc1)CC(=O)Nc1ccc(S(=O)(=O)N2CCCC2)cc1	2	12	7	30*	-1	-2	-3	3	-5	6
COc1ccc(CCN2C(=O)c3cccc4c(C(=O)N5CCCCC5)ccc(c34)C2=O)cc1OC	6	9	1	-1	0	1	1	-2	3	-1
COC(=O)C1=C(C)N(Cc2ccc(C(F)(F)F)cc2)C(=NCc2ccc3c(c2)OCO3)NC1c1cccc(Cl)c1 (stereo not drawn)	7	13	7	-7	5	4	9	6	-3	-1
CC(=NC1CCN(Cc2ccccc2)CC1)c1c(O)[nH]c(=O)[nH]c1=O	-5	10	-15	-1	-2	0	2	4	4	-1
COC(=O)[C@]12C[C@H](CC(=O)NCC34CC5CC(CC(C5)C3)C4)C(=O)N(CCc3ccc(OC)c(OC)c3)C1=C[C@H](C(C)C)O[C@@H]2C1CC1	-2	nt	nt	-6	-6	3	12	1	2	0
O=C(Nc1ccccc1Cl)C1CCCN(c2ncnc3c2nc2n3CCCCC2)C1 (stereo not drawn)	2	5	14	8	-8	-3	-1	2	-8	0
Cc1ccc2c(C)nc(SC(C(=O)c3ccccc3)c3ccccc3)nc2c1 (stereo not drawn)	-4	2	-9	5	4	-1	0	0	0	-6
CCCS(=O)(=O)c1snnc1C	-5	-15	-10	-11	6	4	0	4	8	-10
CSc1sccc1/C=N/O	1	-4	-4	-8	5	-2	-5	1	-9	-2
Cc1ccccc1NC(=O)CSc1nc2ccc(Nc3nc(N4CCOCC4)nc(N4CCOCC4)n3)cc2s1	-10	11	1	6	-9	-3	1	-2	-9	-5
CN1C(=O)CSC1=Nc1ccc(Br)cc1	2	-9	4	-10	-4	-7	-7	-7	-6	5
COC(=O)c1cnn(-c2cc(Oc3ccccc3)ncn2)c1N	4	4	8	5	-2	1	13	3	3	0
COc1cc2c(cc1OC)CN(C(=O)/C=C/c1ccccc1[N+](=O)[O-])CC2	-3	17	10	15	-8	1	-7	-2	-5	-8
COc1ccccc1OCc1cc(C(=O)N(C)CCC2CCCCO2)no1 (stereo not drawn)	-13	6	-9	-9	6	-1	-3	1	-5	1
CC(C)OC(=O)c1cccc(NC(=O)c2ccccc2)c1	-5	-10	5	-15	-5	3	3	7	5	7
C=CCn1c(O)c2ccc(C(=O)N=NC(=O)COc3ccc(OC)cc3)cc2c1O	8	-2	-8	-8	-3	2	6	7	-2	-3
Cc1cccc(N2CCC(N3CCN(C4CCCCC4)C(CCO)C3)CC2)c1C (stereo not drawn)	-3	1	-9	-3	13	-5	0	1	-1	-1
O=C(OCCN1CCOCC1)c1cccnc1	1	-4	-13	4	-10	-6	-8	-3	1	5
COc1cccc(CNC(=O)C2CCCN(c3nc4ccccc4o3)C2)c1 (stereo not drawn)	-3	5	10	12	6	-5	4	1	3	-2
CCOC(=O)C1=C[C@@H](C(C)(C)C)N(S(=O)(=O)c2ccc(C)cc2)[C@H]1c1ccc(C#N)cc1	-5	6	0	3	-5	0	-14	2	4	-1
Cn1c2c(c(=O)n(C)c1=O)CN(Cc1ccc(F)cc1)CN2	5	-11	4	3	-2	-7	-10	1	0	0
Cc1cc(NS(=O)(=O)c2ccc(NC(=O)c3ccco3)cc2)nc(C)n1	4	1	2	3	0	-4	1	0	-2	7
O=C(CSc1nnc(CNC(=O)c2ccco2)o1)Nc1cccc(Cl)c1	4	-11	-11	12	1	-3	2	0	-5	16*
CC(C)N1CCN(c2ccncc2S(=O)(=O)N2CCN(C)CC2)CC1	8	-1	2	2	-4	-1	-14	3	4	-2
O=C(CN1CCN(c2cccc(C(F)(F)F)c2)CC1)N(C1CC1)C1CCS(=O)(=O)C1 (stereo not drawn)	6	-4	2	-10	-7	3	-10	1	-6	2
Cc1nn(CC(=O)NC2CCS(=O)(=O)C2)c(C)c1S(=O)(=O)N(C)C (stereo not drawn)	-4	5	0	-1	10	-2	-7	1	0	-4
S=C(NCCc1ccccn1)Nc1ccc(Cl)c(Cl)c1	4	-1	4	-2	3	-3	-2	4	-1	-8
CC(=O)c1ccccc1NC(=O)c1ccc(N2CCCC2=O)cc1	-11	0	-7	-20	1	2	-11	-149	-186	-6
CCn1nccc1C(=O)Nc1ccc(Cl)c(Cl)c1	-8	5	6	3	-1	5	9	1	2	2
CCOc1cc(/C=C2\C(=N)N3N=C(S(=O)(=O)CC)SC3=NC2=O)ccc1OC(=O)c1ccco1	-11	-2	0	-2	-11	-1	-7	4	-14	-3
CCOC(=O)C1=C(C)NC(=S)NC1c1ccc(OCC(=O)N2CCCCC2)cc1 (stereo not drawn)	3	4	3	1	2	-1	-17	-1	-8	1
Oc1ccc(C2=NNC(=NCc3ccc4c(c3)OCO4)SC2)c(O)c1	9	8	2	4	3	-11	-52	-27	-26	-2
Cc1cc(NS(=O)(=O)c2ccc(NC(=O)N[C@H](C(=O)O)C(C)C)cc2)no1	-4	-4	-6	13	-12	-4	1	1	-8	3
Cc1csc(CN(C)C(=O)CC2C(=O)NCCN2Cc2ccccc2C)n1 (stereo not drawn)	1	5	15	-11	-1	3	-24	-7	-14	-3
O=C(O)c1cccc(N2CCCCS2(=O)=O)c1	-6	0	1	-4	3	4	-9	2	0	3
CCCCCCCCN1[C@@H](CC(=O)O)c2cc(F)ccc2S1(=O)=O	5	4	6	2	-1	0	-1	-2	-3	0
CCOc1ccc(Nc2ccc3nonc3c2[N+](=O)[O-])cc1	-3	4	1	13	3	-5	0	3	-8	-6
CC(Oc1ccc(Cl)cc1)C(=O)Nc1cccc(S(=O)(=O)N2CCCC2)c1 (stereo not drawn)	-4	-3	0	-14	2	2	-4	3	-1	-10
COc1ccccc1OCc1cc(C(=O)NCCN2CCCC(O)C2)no1 (stereo not drawn)	-3	1	-4	-1	6	-2	-6	-2	-3	0
O=C(COC(=O)c1cccnc1)c1ccc(Cl)cc1	18*	14	7	7	4	-2	2	1	4	-3
CC(=O)Nc1ccc(NC(=O)C(=O)c2cn(CC(=O)N3CCCCC3)c3ccccc23)cc1	-9	10	-1	-12	2	-2	1	0	-13	0
COc1ccc(C2=Cc3ccccc3C(CC(=O)C3CC3)N2c2ccc(-c3cc(OC)c(OC)c(OC)c3)cc2)cc1 (stereo not drawn)	-1	3	16	6	9	-13	-53	-158	-258	10
CC(CCC(=O)O)C1CC[C@H]2C3CCC4CC(=O)CCC4(C)[C@H]3CC(=O)C12C (stereo partly drawn)	1	11	5	-10	3	-2	-1	0	1	5
